Screens deposited in PubChem by several laboratories.
KLF5 inh – KLF5 expression inhibitors, primary screen, DLD-1 cells, luminescence; DLD-1 KLF5 promoter-luciferase reporter; inhibition, % at 5 µM; actives 0.23% (n = 290,000); AID 1700, 2009;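 active means inhibition above a per-plate limit of that plate's mean compound inhibition plus 3 SD, cut at about 60% in these data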;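 further: 0% = DMSO wells and 100% = LY294002 at 200 µM; higher means less KLF5 promoter-driven luciferase light; inactives centre near -14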
Dyrk1A ADPGlo – rat Dyrk1A kinase inhibitors, primary screen, biochemical, single point, plate reader | Dual specificity tyrosine-phosphorylation-regulated kinase 1A (Rattus norvegicus), Q63470 | ADP-Glo luminescence, NFATc1 peptide | inhibition, % at 12.5 µM | actives 0.43% (n = 310,000); in the data active means inhibition above about 50%;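 further: plate controls were vehicle with enzyme for no effect and no enzyme for full effect; many of its hits are not listed in these tables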
Platelet DG rel – inhibitors of platelet dense granule secretion, primary screen, cell-based, MLPCN, human platelets; actives 0.22% (n = 300,000); AID 1663, 2009; human platelet-rich plasma, SFLLRN dense granule ATP release, luminescence; inhibition, %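 (compounds screened at 7.5 µM in platelet-rich plasma)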;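 active means mean replicate score, as percent of positive control, at or above 50; inconclusive means mean below 50 but at least one replicate at or above 50; inactive means mean and every replicate below 50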
HSF1 inh – HSF1 inhibitors in luciferase reporter cells, primary screen, cell-based, NIH3T3, luminescence; NIH3T3-HGL HSE-luciferase, MG132-induced, luminescence 8 h; stronger effect = lower value; activity change, negative = inhibition, % at 7.5 µM (by protocol); actives 0.77% (n = 300,000);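 active means more than half of replicate wells show activity change below -50%, luminescence cut by over half; inconclusive means some wells, but at most half, below -50%; inactive means no replicate well below -50%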;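 further: luciferase reports HSF-1 transcriptional activity via heat shock element; 0% = median of DMSO wells and -100% = zero luminescence signal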
aSyn UTR inh – MLPCN primary screen, SNCA 5' untranslated region. alpha-synuclein 5'UTR reporter, inhibitor activity. actives 0.82% (n = 300,000). inhibition, % (tested at 7.5 µM); in the data active means inhibition above about 60%; inconclusive means no clear call, values can overlap the other calls;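 further: H4 neuroglioblastoma cells stably carrying SNCA 5'UTR luciferase fusion; 0% = DMSO wells and 100% = positive control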
HSP90 refold inh – HSP90 inhibitors, primary screen, cell lysate, luminescence. Heat shock protein HSP 90 (rabbit reticulocyte lysate; luciferase refolding). AID 1789, 2009. actives 0.91% (n = 290,000). Rabbit reticulocyte lysate, luciferase refolding luminescence, 3 h. inhibition, % at 5.6 µM;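 active means inhibition above the screen-wide mean plus 3 SD, computed separately per campaign, cut at about 16% in these data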;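 further: 0% = DMSO wells and 100% = 60 µM geldanamycin wells; inhibitors lower the luminescence because luciferase stays unfolded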
IEC-6 tox – cytotoxicity in IEC-6 intestinal epithelial cells, primary screen, cytotoxicity control for KLF5 inhibitor project, cell-based, luminescence; IEC-6 cytotoxicity, luminescence viability; actives 0.78% (n = 290,000); inhibition, % at 5 µM; in the data active means inhibition above about 22%;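 further: 0% = plate median of test compound wells and 100% = cytotoxic reference compound wells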
HSF-1 act – HSF-1 activators, primary screen, NIH3T3-HGL cells, MG132 stress, luminescence, single point. AID 504408, 2011. activation, % at 9 µM. NIH3T3-HGL HSF-1 luciferase reporter, 8 h; 100% = twice DMSO control signal. actives 1.7% (n = 300,000);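 active means mean replicate activation of at least 50% with a set share of replicates each reaching 50%; inconclusive means only one of those two conditions met; inactive means mean below 50% and too few replicates reaching it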;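 further: 0% = median of the neutral control wells and 100% = twice that signal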
GSK3A inh – blockers of GSK3A enzyme activity – biochemical, luminescence, cell-free homogeneous, HTS, primary screen | Glycogen synthase kinase-3 alpha (Homo sapiens), P49840 | AID 2650, 2010 | actives 0.1% (n = 320,000) | GSK-3 alpha kinase, ADP-Glo luminescence, 60 min | inhibition, % at 10 µM;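 in the data active means inhibition above about 50%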;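 further: GST-tagged GSK-3 alpha with peptide substrate and 25 µM ATP; 0% = DMSO neutral wells and 100% = GW8510 positive control wells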
Target sequence (P49840 whole entry, looked up): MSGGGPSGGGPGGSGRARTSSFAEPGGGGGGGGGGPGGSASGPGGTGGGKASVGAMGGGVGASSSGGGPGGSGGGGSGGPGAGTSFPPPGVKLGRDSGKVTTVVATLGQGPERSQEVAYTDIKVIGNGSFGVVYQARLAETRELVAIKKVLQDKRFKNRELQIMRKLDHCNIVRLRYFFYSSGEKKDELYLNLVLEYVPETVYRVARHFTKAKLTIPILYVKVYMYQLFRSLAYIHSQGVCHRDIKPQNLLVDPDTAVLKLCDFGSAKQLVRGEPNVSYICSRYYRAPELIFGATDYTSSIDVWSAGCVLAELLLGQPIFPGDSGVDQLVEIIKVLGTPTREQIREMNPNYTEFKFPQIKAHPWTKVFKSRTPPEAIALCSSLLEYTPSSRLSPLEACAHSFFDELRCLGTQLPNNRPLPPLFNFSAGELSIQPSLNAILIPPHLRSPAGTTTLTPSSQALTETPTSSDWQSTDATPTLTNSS
GSK3beta inhib – human GSK3beta kinase inhibitors, primary screen, biochemical, cell-free homogeneous, HTS | actives 0.038% (n = 300,000) | Glycogen synthase kinase-3 beta (Homo sapiens), P49841 | activity score (negative = inhibition), % at 10 µM | GST-GSK3beta kinase, ADP-Glo luminescence, 60 min; stronger effect = lower value;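 active means more than half of replicate wells score below -50%, meaning over 50% inhibition versus plate controls; inconclusive means some replicates but at most half score below -50%; inactive means no replicate scores below -50%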;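 further: 0% = median DMSO wells and -100% = median GW8510 positive control wells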
Target sequence (P49841 whole entry, looked up): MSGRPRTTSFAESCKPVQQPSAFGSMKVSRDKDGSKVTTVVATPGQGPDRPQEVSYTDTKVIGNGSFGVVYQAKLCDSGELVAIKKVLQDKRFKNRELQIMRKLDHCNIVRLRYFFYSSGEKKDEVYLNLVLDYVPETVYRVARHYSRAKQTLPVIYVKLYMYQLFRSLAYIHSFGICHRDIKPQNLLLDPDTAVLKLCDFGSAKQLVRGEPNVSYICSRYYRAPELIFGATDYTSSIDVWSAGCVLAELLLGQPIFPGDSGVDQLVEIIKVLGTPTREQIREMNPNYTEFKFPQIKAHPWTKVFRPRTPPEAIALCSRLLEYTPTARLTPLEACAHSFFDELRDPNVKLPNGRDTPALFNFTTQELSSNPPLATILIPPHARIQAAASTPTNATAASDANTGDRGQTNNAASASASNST
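Test system: GST-tagged human GSK3beta kinase, cell-free; evaluation: activity score scaled between in-plate DMSO and GW8510 controls; measured by: ADP-Glo luminescence; incubation: 60 min reaction, RT; benchmarks: DMSO and 20 µM GW8510; reagent: peptide substrate plus 25 µM ATP (final); medium: Tris/MgCl2 kinase buffer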
Numbers without * were called inactive; u = inconclusive; x = no result given.

SMILES | KLF5 inh | Dyrk1A ADPGlo | Platelet DG rel | HSF1 inh | aSyn UTR inh | HSP90 refold inh | IEC-6 tox | HSF-1 act | GSK3A inh | GSK3beta inhib
Cc1ccc(C(=O)NC(=S)Nc2ccccc2C)cc1 | -41 | -2 | -2 | 14 | -122 | 3 | 10 | 29 | 7 | 0
CCOC(=O)C(NC(=O)CCC(=O)Nc1ccc(S(N)(=O)=O)cc1)C(O)c1ccccc1 (stereo not drawn) | -12 | x | 7 | 0 | 18 | -4 | -4 | -8 | x | 0
Cc1cc(C(=O)CN2C(=O)NC3(CCC(C)CC3)C2=O)c(C)n1C (stereo not drawn) | -15 | x | -4 | -3 | -2 | -2 | -1 | -4 | 1 | 1
CCOC(=O)C1=C(N)N2C(=O)C(C)SC2=C(C(=O)OCC)C1c1ccc(O)cc1 (stereo not drawn) | -4 | x | 5 | 11 | 3 | 1 | -4 | -12 | -1 | -1
COc1ccc(S(=O)(=O)N(CC(=O)N2CCOCC2)c2ccc(F)cc2)cc1OC | -3 | 0 | -25 | 5 | -4 | 0 | 2 | 24 | 0 | 1
O=C(NC1CCCCC1)C(=O)N(Cc1cccnc1)C(C(=O)NCc1ccco1)c1ccccc1 (stereo not drawn) | 11 | x | 2 | 1 | -16 | 2 | 4 | 7 | -15 | -2
COc1ccc(C2N(c3ccccc3)C(=O)C2(F)F)cc1OC (stereo not drawn) | -23 | 0 | 1 | -4 | 12 | -5 | -4 | 0 | -3 | 1
CCSc1nnc(NC(=O)[C@H](C)N2C(=O)C3CC=CCC3C2=O)s1 (stereo partly drawn) | -11 | -2 | -8 | 3 | -2 | 5 | 4 | -19 | 0 | 1
Cc1cc(C(=O)COC(=O)c2cccnc2Cl)c(C)n1CC1CCCO1 (stereo not drawn) | -93 | x | 20 | -77* | 20 | 78* | 6 | -82 | 1 | -1
COc1ccccc1OC(C)c1nnc(SCC(=O)Nc2c(C)n(C)n(-c3ccccc3)c2=O)n1-c1ccccc1 (stereo not drawn) | -36 | 4 | -8 | -9 | 19 | -5 | -8 | -5 | -2 | 2
COc1c(C)cccc1C(=O)Nc1ccc(N2CCOCC2)c(Cl)c1 | -181 | 1 | 2 | 25 | -173 | 4 | -3 | 60* | x | 2
CN1C2=C(C#N)C(c3ccccc3)(C(F)(F)F)NC(=O)N2c2ccccc21 (stereo not drawn) | -10 | 0 | 1 | 18 | 37 | 2 | 4 | 26 | -1 | 4
CC[C@@H]1CN(C)[C@H]2Cc3c([nH]c4ccccc34)C(=O)C[C@@H]1[C@@H]2C(=O)OC | x | 5 | 1 | -8 | 5 | x | x | 3 | 1 | 1
CCc1ccc(C(=O)OCC(=O)N(CCOC)c2c(N)n(Cc3ccccc3)c(=O)[nH]c2=O)cc1 | x | 1 | -2 | 3 | 19 | x | x | -3 | 0 | -1
CCOc1ccccc1C1CC(c2ccc(Br)cc2)Nc2nc(N)nn21 (stereo not drawn) | 0 | 3 | -2 | -9 | -53 | 1 | 0 | -11 | 13 | 0
Cc1ccccc1OC(C)C(=O)Nc1ccc(S(=O)(=O)Nc2nccs2)cc1 (stereo not drawn) | 10 | -2 | -7 | 1 | 41 | -4 | -1 | -5 | -1 | 4
COc1cc(OC)cc(C(=O)N2CCN(C(=O)c3ccc(OC)c(OC)c3)CC2)c1 | 4 | -3 | 0 | -7 | 39 | -2 | -1 | -6 | -1 | 3
Cc1nc2c(c(C)c1C#N)C(=O)c1ccccc1-2 | -6 | -2 | 6 | -8 | -5 | 1 | 11 | -5 | x | 0
CCOC(=O)C1CCN(S(=O)(=O)c2ccc(OC)c(Cl)c2)CC1 | -6 | -2 | -1 | -1 | 20 | -1 | 6 | -5 | 0 | 0
Cc1ccc(S(=O)(=O)Nc2ccccc2C(=O)NCC2CCCO2)cc1 (stereo not drawn) | 8 | x | -8 | -4 | -13 | 5 | 7 | -14 | -3 | 1
CCOC(=O)C1CCCN(S(=O)(=O)Cc2ccccc2)C1 (stereo not drawn) | -2 | -33 | -6 | -10 | 7 | 3 | 3 | 2 | 0 | -1
O=C(NC1(C(F)(F)F)NC(=O)N(Cc2cccnc2)C1=O)c1ccc(F)cc1 (stereo not drawn) | -7 | -2 | 8 | -3 | 21 | 4 | 0 | -4 | 1 | 0
O=C(O)c1cccc(S(=O)(=O)NCc2cccs2)c1 | 13 | 0 | -3 | -9 | 9 | 2 | 0 | -3 | 0 | 1
Cc1cc(Oc2ccc(Cl)cc2)nc(SCC(=O)c2ccccc2)n1 | -19 | -4 | -13 | -2 | 28 | 2 | 2 | 3 | 1 | -16
Cc1cc(/C=N\NC(=O)CC(=O)NC2CCCCC2)c(C)n1-c1ccc(Cl)cc1 | -19 | -3 | -6 | -3 | 3 | 0 | -1 | 13 | x | 4
CCOc1ccc(NC(=O)c2sc(N3CCOCC3)nc2-c2ccccc2)cc1 | -6 | 3 | 4 | 0 | 3 | 1 | 4 | -11 | 3 | -1
O=C(O)COc1ccc2nsnc2c1Cl | -2 | 32 | 4 | -5 | 12 | -3 | -6 | -3 | -3 | 3
CCN(CC)CCN1C(=O)C(=O)/C(=C(/O)c2ccc3c(c2)CC(C)O3)C1c1ccc(OC)cc1 (stereo not drawn) | -16 | 3 | 11 | 9 | -7 | 0 | 0 | 13 | -2 | -2
COc1ccc(OC)c(-c2cc(C(=O)N/N=C(\C)c3cccnc3)c3ccccc3n2)c1 | 0 | 4 | 4 | 2 | 12 | 3 | 8 | -3 | 2 | -2
CCCCC(=O)Nc1ccc(C(N)=O)cc1 | -16 | -2 | 1 | 9 | 1 | -2 | -3 | 47 | -3 | 3
Cc1ccc(S(=O)(=O)N2CCN(C(=O)c3ccccc3-c3nc4ccccc4s3)CC2)c(C)c1 | x | -4 | -2 | -8 | -8 | x | x | -3 | 0 | 2
N=c1c(C(=O)NCC2CCCO2)cc2c(=O)n3ccccc3nc2n1C1CCCC1 (stereo not drawn) | -6 | 0 | 1 | -2 | 7 | 0 | -1 | 18 | 0 | 1
O=C(CSc1nc(=O)n2ccccc2n1)Nc1cccc2ccccc12 | x | -6 | -42 | 3 | 14 | x | x | 18 | -2 | 2
Cc1ccc(Cl)c(OCC(=O)NCc2ccco2)c1 | -16 | -11 | -5 | 12 | -4 | -2 | 0 | 23 | 0 | 1
Cc1cnc(NC(=O)CSc2nnc(-c3ccccc3)n2Cc2ccccc2)s1 | -13 | -1 | -5 | -2 | -11 | 0 | -6 | -19 | 0 | -2
Cc1ccc(-c2ccc(/C=N/c3ncn[nH]3)o2)cc1Cl | -15 | 5 | 0 | 1 | -11 | -2 | -4 | 12 | x | 1
COc1ccc([C@@H]2C[C@@H](c3ccccc3)Oc3c(C)ccc(C(C)C)c32)cc1 | x | x | 2 | -66* | 7 | x | x | -74 | -1 | 1
Nc1nc(NC(=O)C(Cl)(Cl)Cl)nn1-c1ccccc1 | 12 | -2 | 1 | -77* | -6 | 1 | 12 | -82 | 0 | 2
Cc1ccc(S(=O)(=O)NNC(=O)CC#N)cc1 | x | 4 | -2 | -3 | 16 | x | x | -20 | -2 | 3
COCCNC(=O)Cn1nc(-c2ccccc2F)ccc1=O | -29 | 2 | 14 | 3 | -15 | 2 | 2 | 6 | x | 1
COc1cccc(CC(=O)OC(C)C(=O)Nc2ccc(Cl)cn2)c1 (stereo not drawn) | x | 14 | -4 | -3 | -14 | x | x | -3 | 1 | -2
Cc1ccc(/C=C/C(=O)Nc2nn[nH]n2)o1 | -9 | -1 | -21 | -1 | -2 | -1 | -5 | -16 | -2 | 2
CC(=O)N1CCc2[nH]c3ccccc3c2C1 | -40 | 5 | -5 | 4 | 18 | -3 | 0 | 12 | -2 | -2
Cc1ccc(-c2nc3cc(Cl)ccc3o2)cc1 | -10 | -1 | -2 | 15 | -61 | -1 | 0 | 18 | -1 | x
Cc1ccc2nc(-c3cc(N)cc(N)c3)oc2c1 | -7 | -2 | 24 | -4 | 62* | 15 | -8 | 1 | 1 | 2
COc1ccccc1NC(=O)/C(C#N)=C/C=C/c1ccco1 | 13 | 12 | 7 | 8 | -6 | 2 | 3 | 1 | -1 | x
CCCOc1ccc(C2C(C(=O)c3ccco3)=C(O)C(=O)N2CCCn2ccnc2)cc1 (stereo not drawn) | 7 | -3 | -2 | 0 | -9 | -2 | 0 | 1 | 0 | 0
Cc1ccc(C)c(S(=O)(=O)NC2CCS(=O)(=O)C2)c1 (stereo not drawn) | x | x | 1 | -4 | -6 | x | x | -6 | -3 | 0
CCN(CC(=O)NCc1cccs1)C(=O)c1ccc(S(=O)(=O)Nc2cccc(C)c2C)cc1 | -30 | 0 | -7 | 1 | 11 | -1 | 0 | 1 | -2 | 1
Cn1nccc1C(=O)Nc1ccc(Cl)cc1 | -62 | x | 4 | 15 | -63 | 1 | -3 | 11 | 2 | 2
(next part)
SMILES | KLF5 inh | Dyrk1A ADPGlo | Platelet DG rel | HSF1 inh | aSyn UTR inh | HSP90 refold inh | IEC-6 tox | HSF-1 act | GSK3A inh | GSK3beta inhib
O=C(NC1CCCC1)C(c1ccncc1)N(C(=O)c1ccco1)c1ccc(Cl)cc1 (stereo not drawn) | -16 | -1 | -3 | 16 | -27 | 1 | -4 | u | -1 | 4
CC(=O)c1cccc(NS(=O)(=O)N(C)C)c1 | -44 | 0 | 9 | -3 | 4 | -2 | -3 | 11 | -1 | -1
Cn1c(=O)c2[nH]c(N3CCCCC3)nc2n(C)c1=O | -12 | -5 | -5 | -15 | 11 | 0 | -8 | 2 | -2 | -4
O=C(O)COc1cccc2nsnc12 | -19 | 0 | 1 | -23 | -9 | 0 | -7 | -44 | 1 | 0
COc1ccc(-c2c(C)nn(-c3ccccc3)c2N)cc1 | -82 | 7 | 5 | 17 | -110 | 1 | 5 | 40 | -2 | 2
CC1=CC(=C(C#N)C#N)C=C(C)N1CCN1CCN(C(=O)Nc2cccc(Cl)c2)CC1 | 1 | -2 | 0 | 1 | 26 | -1 | 2 | 14 | 0 | 3
CCOC(=O)C1(Cc2ccc(OC)cc2)CCN(C(=O)c2cc3ccccc3[nH]2)CC1 | 5 | 4 | -2 | 56 | -29 | 0 | 4 | 77* | 12 | 2

An excerpt. The share of hits here may be higher or lower than overall.
